Bioassay records from PubChem.
INS promoter inh: inhibitors of insulin promoter-driven GFP, primary screen, imaging, TRM-6 cells (human fetal islet line), eGFP reporter, cell count. inhibition, % at 2 µM. actives 0.9% (n = 130,000). reporter expression induced with tamoxifen;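 active = inhibition above the mean plus 3 SD, with well images judged a real hit on visual review, cut at about 60% in these data, passing the limit was not always enough; inconclusive = inhibition over the cutoff but images rejected on review; inactive = inhibition not above the cutoff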
SDO1 yeast rescue: growth rescue of sdo1-depleted yeast, primary screen, S. cerevisiae, bone marrow failure model; S. cerevisiae sdo1-depleted JHY4D growth rescue, OD600 30 h; active compounds read high; pdr5 snq2 efflux-pump mutant strain; z-score at 10 µM; actives 0.21% (n = 140,000);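 active = z-score above 3 at both the 24 hr and the 30 hr optical density reads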;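 note: z-score against mean and SD of all compound wells on the same plate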
SDO1 yeast rescue Rescue 24 h: also measured in SDO1 yeast rescue; calls as there; z-score; S. cerevisiae sdo1-depleted JHY4D growth rescue, OD600; measured here: growth rescue at 24 h;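 0 is the plate mean of compound wells and units are plate SD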
* marks the source's active call; other numbers are inactive results; ? = inconclusive; · = not tested or not shown; [ ] = dose if it differs, or a comment.

Below each SMILES – INS promoter inh, SDO1 yeast rescue, SDO1 yeast rescue Rescue 24 h
> C=CCn1c(C(C)NC(=O)CCC)nc2ccccc21 (stereo not given)
 : 27, 0.49, 0.74
> CCOc1ccc(-c2cn(CCC#N)cn2)cc1
 : ·, 0.84, -0.06
> CCOC(=O)c1c2n(c3ccc(OC(C)=O)cc13)CCC2
 : ·, 0.83, 0.6
> O=C(NCCc1ccc2c(c1)OCO2)C1CCN(S(=O)(=O)c2ccc(Cl)cc2)CC1
 : ·, 0.36, 1.6
> C=CCOc1ccc(C2N3CC4(CC)CN2CC(CC)(C3)C4=O)cc1 (stereo not given)
 : ·, -0.8, -0.79
> Cc1nn(CC(=O)Nc2ccc3c(c2)nc(CCN2CCCCC2)n3C)c(=O)c2ccccc12
 : -7, -0.4, -0.72
> COc1ccc(NC(=O)c2nc(-n3nc(C)cc3C)ccc2Cl)cc1Cl
 : -93, -0.72, 1.3
> Fc1ccc(NC(=S)NNc2ncc(C(F)(F)F)cc2Cl)c(F)c1
 : 29, ·, ·
> COc1ccccc1-n1cnc(N)c1C(=O)c1ccccc1
 : 14, -0.03, -0.96
> CCc1ccc(N(C)S(=O)(=O)c2ccc3[nH]cc(C(=O)NCCN4CCOCC4)c(=O)c3c2)cc1
 : -15, 1, 0.69
> O=C(Nc1ccc2ccccc2c1)c1cnccn1
 : -23, -0.34, -0.35
> NC(=O)c1nc(N2CCOCC2)nc(N2CCOCC2)n1
 : -7, 0.21, -0.16
> COc1ccc2cc3cc(C(=O)NCCCN4CCOCC4)oc3nc2c1
 : -6, -2.1, -1.7
> c1ccc(C2CN3CCSC3=N2)cc1 (stereo not given)
 : 7, ·, ·
> COc1cnn(-c2ccccc2)c(=O)c1N(C)C
 : -271, 0.48, -0.44
> NS(=O)(=O)c1ccc(CNC(=O)c2ccc(Cl)cc2[N+](=O)[O-])cc1
 : -24, -0.25, -0.59
> O=C(CS(=O)(=O)Cc1ccccc1)Nc1cccnc1
 : 0, 0.84, 0.19
> CCOc1ccccc1Nc1ncnc2ccccc12
 : 24, 0.29, 0.04
> CCCc1nc2sc3c(c2c(=O)n1N)CCC3
 : 24, -0.52, -0.46
> CCC(Cc1ccccc1)NC(=O)C1=C(C)C(=O)OC12CCC(C)CC2 (stereo not given)
 : -15, ·, ·
> O=c1[nH][nH]c2cc(=O)n(-c3cccc(C(F)(F)F)c3)nc12
 : ?, ·, ·
> COC(=O)c1c(C(=O)OC)c(C)n(Cc2cccnc2)c1C
 : -107, -0.86, -1.4
> CN(C)S(=O)(=O)c1ccc(Cl)c(NC(=O)COC(=O)CN2C(=O)NC(C)(C)C2=O)c1
 : -41, 0.21, 0.29
> O=C1CSC(=O)N1CC(O)COc1ccc(Cl)cc1 (stereo not given)
 : ·, -0.04, -0.55
> CCOc1ccc(C2C(C(=O)c3ccco3)=C(O)C(=O)N2Cc2cccnc2)cc1OC (stereo not given)
 : 7, 0.42, 0.09
> Cc1ccc(S(=O)(=O)Nc2ccc(NC(=O)c3ccc(F)cc3)cc2)cc1
 : 18, ·, ·
> CC(C)Cn1c2c(c(O)c(C(=O)Nn3c(Cc4ccccc4)nc4ccccc4c3=O)c1=O)CCCC2
 : 14, -0.13, 0.16
> CCOC(=O)C1=C(O)CSC1=Nc1cccc2ccccc12
 : -151, -0.98, -0.89
> CC1Oc2ccccc2C=C1/C=N/NC(=O)c1ccccc1O (stereo not given)
 : ·, -1.7, -0.99
> O=C(CSc1nc2ccccc2c(=O)n1CCCO)NCc1ccccc1
 : ·, 1.5, 1.9
> O=C(O)CCCc1c(-[n+]2ccccc2)[nH]c2ccccc12
 : -25, ·, ·
> CCC1CCCCN1Cc1ccc(OC)c(OC)c1 (stereo not given)
 : -109, 1.8, 0.27
> O=C(CSc1nncs1)NC(=O)NCc1ccccc1
 : 39, -0.11, -0.28
> COc1cc2c(cc1OC)CN(C(=O)CSc1nnc(C)s1)CC2
 : -262, -0.13, -0.92
> CC1(C)Cc2ccccc2C2CC(O)C(=O)N21 (stereo not given)
 : ·, 0.62, -0.38
> CCN(C(=O)CSc1ccc2ccccc2n1)C1CCS(=O)(=O)C1 (stereo not given)
 : -38, ·, ·
> C=CCNC(=O)COC(=O)c1ccc(Cl)c(S(=O)(=O)N(Cc2ccccc2)c2ccccc2)c1
 : ·, -0.7, -1.4
> CCCn1c(N)c(C(=O)CSc2nc(C)cs2)c(=O)[nH]c1=O
 : 77*, 0.38, -0.25
> Cc1ccc(NC(=O)C2CC(=O)N(Cc3ccccc3)C2)cc1S(=O)(=O)N1CCCCCC1 (stereo not given)
 : ·, 0.34, -0.25
> CCC(c1nnnn1C(C)(C)CC)N(CCCO)Cc1cc2cccc(C)c2[nH]c1=O (stereo not given)
 : -29, 0.58, 0.02
> OCCN1CCN(CC(O)COc2ccc(Cl)cc2)CC1 (stereo not given)
 : 3, 0.31, -0.31
> C=CCn1c(SCn2nnc3ccccc3c2=O)nnc1-c1ccc(F)cc1
 : -4, 0.64, 0.8
> N#CCCn1cc(C=C(C#N)C#N)c(-c2ccc(-c3ccccc3)cc2)n1
 : 19, -0.41, -0.01
> COC(=O)CCC(=O)NS(=O)(=O)c1ccc(N=NN2CCOCC2)cc1
 : 61, ·, ·
> O=C(NNC(=O)c1ccccc1[N+](=O)[O-])c1cnccn1
 : ·, 0.36, 0.31
> Cc1ccc(NC(=O)c2ccc3nc[nH]c3c2)cc1C
 : ·, 1.4, 1.6
> Cc1ccc(C(=O)NC(NCC2CCCO2)C(Cl)(Cl)Cl)cc1 (stereo not given)
 : ·, 0.69, 0.16
> Cc1nc2ccccc2c2oc(C(=O)NC3CC3)cc12
 : ·, 0.89, 0.31
> COCc1[nH][nH]c(=O)c1C=Nc1ccc(F)cc1F
 : -19, 0.77, -0.53
> CCc1ccccc1NC(=O)c1ccc(F)c(S(=O)(=O)N2CCC(C(N)=O)CC2)c1
 : ·, -0.02, -0.25

Other entries follow:
Below each SMILES – INS promoter inh, SDO1 yeast rescue, SDO1 yeast rescue Rescue 24 h
> Cn1c(CO)cnc1SCc1ccc([N+](=O)[O-])cc1
 : ·, 1, 0.82
> Cc1nc2n[nH]c(N)c2c2c1COC(C)(C)C2
 : 22, 0.39, -0.18
> CCc1ccccc1NC(=S)N(Cc1cccnc1)Cc1ccco1
 : -14, 0.95, 0.92
> CCOC(=O)c1nc2cc3n(c(C)c-2c1C)C(C)C(C)=C3C (stereo not given)
 : 7, 1.6, 2
> CC(C)Sc1cc(N2CCOCC2)nc(-c2ccc(Cl)cc2)n1
 : ·, -0.93, -1.3
> CCOC(=O)c1c(C(=O)OCC)c(C)n(CCc2ccc(OC)c(OC)c2)c1C
 : -6, 0.23, -0.62
> COc1ccc(CCNc2oc(-c3ccco3)nc2C#N)cc1
 : 60, -0.86, -0.77
> COc1ccc2cc(C(N)=O)c(=Nc3ccccc3)oc2c1
 : 14, ·, ·
> CN(C)C1=NC(=O)/C(=C\c2ccccc2)S1
 : 41, ·, ·
> Cc1ccccc1OCc1nnc(SCC(=O)NCc2ccccc2)n1C
 : 14, -0.54, -0.76
> O=C1/C(=C/c2cccc3ccccc23)CCCc2ccccc21
 : 24, -0.89, -0.23
> CCCCOC(=O)Nc1cc(C)c(Cl)cc1OC
 : -34, 1.8, 1.9
> Fc1ccc(N2CCN(C3=Nc4cccc5cccc3c45)CC2)cc1
 : -40, ·, ·
> O=C(O)C1C2C=CC(C3CC23)C1C(=O)O (stereo not given)
 : 28, -0.23, -0.73
> Cc1ccc(NC(=O)c2ccnc(C(C)(C)C)c2)cc1
 : ?, -0.09, 0.13
> CCCCOc1ccc(C)cc1CN(CCO)CCO
 : 30, -0.44, -1.1
> O=C(Nc1nnc(SCc2cccc(F)c2)s1)c1ccco1
 : -50, ·, ·
> CCCc1cc(=O)[nH]c(SCc2cc(=O)oc3cc(C)c(C(C)C)cc23)n1
 : -23, -0.77, -0.86
> Cc1cc(/C=C(\C#N)C(=O)OCC#N)c(C)n1CC(C)C
 : 24, ·, ·
> CCOCCCNC(=O)C(NC(=O)c1ccc2c(c1)OCO2)c1ccc(Cl)cc1 (stereo not given)
 : 10, ·, ·
> CN(C)c1nc(N)nc(CSc2nc3c(c(=O)n(C)c(=O)n3C)n2Cc2ccccc2F)n1
 : 21, ·, ·
> COC(=O)C1CCN(C(=O)COC(=O)c2n[nH]c3ccccc23)CC1
 : ·, 1.7[6 µM], 1.1
> Cc1ccccc1N(CC(=O)NCc1ccncc1)S(C)(=O)=O
 : ·, 0.17, -0.34
> FC(F)(F)c1cc(-c2ccccc2)nc(-n2cncn2)n1
 : ·, -0.95, -0.4
> O=C(COC(=O)CCC(=O)c1ccc2c(c1)OCCO2)NCc1ccc2c(c1)OCO2
 : 27, -1.4, -1.1
> COc1cc(-n2c(=O)c3ccccc3n(CC(=O)OCc3ccccc3)c2=O)cc(OC)c1OC
 : -29, ·, ·
> O=C(Cn1cncn1)NCCCc1ccccc1
 : 42, ·, ·
> COc1cc(/C=N/NC(=O)COc2cccc(F)c2)ccc1OS(=O)(=O)c1ccc(C)cc1
 : 14, -1.1, -1.1
> Cc1cc(N2CCCC2)nc(-c2ccccc2O)n1
 : 38, -1, -0.71
> C/C(Cn1nc([N+](=O)[O-])cc1C)=N\NC(=O)c1ccc(O)cc1O
 : ·, 1.8, 0.97
> Cc1sc(NC(=O)Cc2ccc3c(c2)OCO3)nc1-c1ccc2c(c1)CCN2C(=O)c1ccccc1F
 : -5, -1.2, -0.94
> CN(C)CCCNCCCNC(=O)c1ccco1
 : ·, -0.06, -0.48
> O=C(COc1cccc2cccnc12)NNC(=O)Nc1ccccc1
 : 14, ·, ·
> Cn1c(=O)[nH]c(=O)c2c1nc(CN1CCN(c3cccc(Cl)c3)CC1)n2Cc1ccccc1Cl
 : -114, -2.1, -1.4
> COc1ccc(CNC(=O)c2cc(-c3ccccc3O)n[nH]2)cc1
 : ·, 0.17, 0.64
> CCOC(=O)C1CCN(Cc2ccc(F)c(Br)c2)CC1
 : 6, 0.23, -0.25
> O=C(c1ccc(-n2cnnn2)cc1)N1CCN(C(c2ccccc2)c2ccccc2)CC1
 : ·, -2, -1.6
> S=c1nc(-c2ccccc2)[nH]n1-c1ccccc1
 : ·, -0.29, -0.14
> Cn1c(=O)[nH]c(=O)c2c1nc(Br)n2CCSc1ncccn1
 : -61, 0.33[5 µM], -0.28
> CC(O)Cn1c(=O)c2c(nc(Br)n2Cc2ccccc2)n(C)c1=O (stereo not given)
 : 54, -0.29, -0.73
> O=C1[C@@H]2[C@H](C(=O)N1Cc1cccnc1)[C@H]1C=C[C@@H]2C1
 : -46, -0.28, -0.66
> COC(=O)c1cc(OC)c(OC)cc1NC(=O)CSc1ccccc1
 : ·, 0.56, 1
> O=C(Nc1ccccc1F)c1ccc(-n2cncn2)nc1
 : 32, 1.5, 0.88
> Cc1ccc(S(=O)(=O)N(CC(=O)NCCSc2ccccn2)c2ccc(C)c(C)c2)cc1
 : -79, -0.5, -0.5
> C/C(=C\C(=O)c1ccc(Br)cc1)Nc1ccc(Cl)cc1
 : 14, -0.11, 1.9
> CCCc1cc(C(=O)Nc2sc(C)c(CC)c2C#N)no1
 : 70*, -0.97, -0.44
> CCOC(=O)C(NC(=O)c1ccccc1)=C1CCCCC1
 : 65, 0.68, 0.86
> Cc1ccc(S(=O)(=O)Nn2c(C)nnc2-n2nc(C)cc2C)cc1
 : ·, 0.33, 0.06
> CCNCc1cc2cc(C)ccc2[nH]c1=O
 : 32, 1.4, 1.3
> Cc1ccc(NC(=O)CCC(=O)NNS(=O)(=O)c2ccccc2)c(C)c1
 : ·, 0.81, -0.25

(next part)
Below each SMILES – INS promoter inh, SDO1 yeast rescue, SDO1 yeast rescue Rescue 24 h
> CCOCN(C(=O)Cn1c(COC)nc2ccccc21)c1c(C)cccc1CC
 : -47, -1.3, -0.63
> O=C(NCc1ccco1)c1ccc(N2CCOCC2)c([N+](=O)[O-])c1
 : 14, ·, ·
> CC(C)Cn1c(N)c(C(=O)NCc2cccs2)c2nc3ccccc3nc21
 : -48, -2.2, -0.78
> COC(=O)c1ccc(COc2cccc3c2CCN(Cc2ccccc2)C3=O)o1
 : ·, -1.5, -1.5
> Cc1cc(NS(=O)(=O)c2ccc(OCCNS(C)(=O)=O)cc2)no1
 : ·, 0.75, 0.49
> N#CC1(C#N)C(c2ccccc2)OC23CCCCCC2C1(C#N)C(=N)O3 (stereo not given)
 : ·, 0.49, 0.03
> O=C(CN(c1ccc(F)cc1)S(=O)(=O)c1ccccc1)NCCSC1CCCCC1
 : 29, -0.84, -0.47
> c1ccc2c(c1)ncn2CCN1CCCCC1
 : -450, 0.68, -0.2
> O=C(Nc1ccccc1-c1nnn(CC(=O)N2CCOCC2)n1)c1ccccc1F
 : 0, ·, ·
> COc1ccc(S(=O)(=O)N(CCc2ccccc2)CC(=O)O)cc1C
 : -17, 1.2, 0.96
> CC(=O)c1c(C)[nH]c(C(=O)Nc2cccc(S(=O)(=O)N(C)C)c2)c1C
 : -67, ·, ·
> O=C(NCCc1ccccc1)C1CCC(CNc2nc(=S)[nH]c3ccccc23)CC1 (stereo not given)
 : -21, ·, ·
> O=C(O)CCNS(=O)(=O)c1ccc2c(c1)Cc1ccccc1-2
 : 50, 1.9, 2.4

Complete entries from above. Order of values: INS promoter inh | SDO1 yeast rescue | SDO1 yeast rescue Rescue 24 h
O=C(NCc1ccco1)c1ccc(N2CCOCC2)c([N+](=O)[O-])c1 as listed: 14 | · | ·
CC(C)Cn1c(N)c(C(=O)NCc2cccs2)c2nc3ccccc3nc21 as listed: -48 | -2.2 | -0.78
COc1ccc(S(=O)(=O)N(CCc2ccccc2)CC(=O)O)cc1C as listed: -17 | 1.2 | 0.96
